NCI-60 one-dose screen, 48 h, at 10 µM unless noted. Numbers give growth in % (100 = growth as untreated, 0 = no growth, -100 = all killed).
OVCAR-5 = OVCAR-5 ovarian cancer. actives 2.9% (n = 82,000)
OVCAR-3 = OVCAR-3 ovarian cancer; AID 1794787; actives 7% (n = 79,000)
OVCAR-4 = OVCAR-4 ovarian cancer cells; actives 3.7% (n = 80,000)
DU-145 = DU-145 prostate cancer; actives 4.2% (n = 81,000)
IGROV1 = IGROV1 ovarian cancer. actives 4.7% (n = 79,000)
OVCAR-8 = OVCAR-8 ovarian cancer; actives 4.4% (n = 81,000); AID 1794782
PC-3 = PC-3 prostate cancer cells | actives 3.9% (n = 80,000)
SK-OV-3 = SK-OV-3 ovarian cancer cells; actives 3.2% (n = 80,000); AID 1794785
* marks the source's active call; other numbers are inactive results; nt = not tested or not shown; & = joins results of further samples. Rule for the calls: active = growth percent below 10; inactive = the rest. No enrichment for hits; any-hit rate near 10%.

[1] C[C@]12CC(=O)C[C@@H]1C[C@H]1CC[C@]3(C)CC4(C[C@H]3C[C@H]1C2)SCCS4(=O)=O (stereo partly specified)
[2] COc1cc2ncnc(N3CCC(Cc4ccccc4)CC3)c2cc1OC
[3] Cc1cc2c(O)c(-c3cc(Cl)ccc3Cl)c3sc(=O)oc3c2cc1C
[4] CCOc1cccc2cc(C(=O)CSc3nc4ccccc4c(=O)n3-c3ccccc3)c(=O)oc12
[5] c1ccc2c(c1)CCN(NCCN1CCCC1)C2
[6] c1ccc(-n2c(SCCc3c[nH]c4ccccc34)nnc2-c2ccncc2)cc1
[7] COc1ccc(C(=O)Nc2ccc(N(C)C)cc2)cc1
[8] O=C(Cn1c(O)c(C=Nc2ccc(S(=O)(=O)Nc3ncccn3)cc2)c2ccccc21)c1ccc(Cl)cc1
Assay by compound	1	2	3	4	5	6	7	8
OVCAR-5	94	111	106	82	95	101	105	99
OVCAR-3	96	105	30	100	100	nt	101	103
OVCAR-4	92	99	25	97	106	99	104	88
DU-145	99	107	69	101	110	106	104	100
IGROV1	92	120	77	89	96	107	99	60
OVCAR-8	93	96	68	87	101	97	96	102
PC-3	78	100	29	81	65	89	80	93
SK-OV-3	95	98	76	99	85	101	88	104

[9] CCOC(=O)c1cc(-c2ccc(Cl)cc2)n(-c2ccc(S(N)(=O)=O)cc2)n1
[10] COc1ccc(-c2n[nH]nc2-c2cc(OC)c3c(c2OC)OCO3)cc1
[11] COc1cccc(-n2nc(C(=O)NCc3ccccc3C)nc2-c2cc(OC)c(OC)c(OC)c2)c1
[12] Cc1ccc(Cl)cc1NC(=O)OC(C)C
[13] O=C(O)/C=C/c1cn(-c2ccccc2)nn1
[14] CC(=O)Nc1c(C)cc(O)cc1C
[15] Nn1c(Cc2ccccc2)nnc1Cc1ccccc1
[16] CCOC(=O)c1cc(C(=O)OCC)cc(C(=O)OCC)c1
Assay by compound	9	10	11	12	13	14	15	16
OVCAR-5	98	44	111	102	105	97	100	100
OVCAR-3	101	-11*	81	111	109	109	91	105
OVCAR-4	94	52	82	nt	105	111	109	97
DU-145	100	10	94	109	101	111	118	105
IGROV1	100	45	72	111	99	97	104	95
OVCAR-8	97	43	87	104	98	104	103	102
PC-3	95	26	83	100	99	98	100	84
SK-OV-3	98	53	88	98	94	100	108	93

[17] Cc1ccc2c(C3NCCc4c3[nH]c3ccccc43)cc(=O)oc2c1 (stereo unspecified)
[18] O=C(Nc1ccc(CN2CCc3nc4cc(O)c(O)cc4cc32)cc1)Nc1ccc(F)cc1F
[19] O=S(=O)(NCc1ccccc1)c1cccc(N=Cc2ccccc2O)c1
[20] COc1cc(-c2nc(C(=O)Nc3ccc(Cl)cc3)nn2-c2ccc(F)c(F)c2)cc(OC)c1OC
[21] Clc1ccc2c(NCCNC34CC5CC(CC(C5)C3)C4)ccnc2c1
[22] N#C/C(=C\c1ccc2c(c1)CCC2)C(N)=O
[23] CCC(C)N(CCNc1cc(OC)cc2cccnc12)CC(C)C (stereo unspecified)
[24] COC(=O)C(CC(Nc1ccccc1)c1ccc2ccccc2c1)[N+](=O)[O-] (stereo unspecified)
Assay by compound	17	18	19	20	21	22	23	24
OVCAR-5	nt	115	113	103	-37*	98	100	113
OVCAR-3	102	101	104	104	-52*	119	65	104
OVCAR-4	105	100	105	80	-57*	nt	16	113
DU-145	99	105	105	102	-43*	118	112	108
IGROV1	87	89	111	99	-56*	111	54	101
OVCAR-8	88	98	102	94	-63*	98	91	88
PC-3	90	83	98	69	-5.3*	88	83	92
SK-OV-3	97	86	98	83	-83*	108	95	93

[25] COc1ccc2c(c1)/C(=C/c1cc(-c3ccc(OC)c(OC)c3)n[nH]1)C(=O)N2
[26] CCC(C)OC(=S)S (stereo unspecified)
[27] O=C1C=CC(=O)N1c1cccc(Cl)c1
[28] N#CCCCCCn1c2ccccc2c2c3c(c4c5ccccc5n(CCCCCC#N)c4c21)C(=O)N(O)C3=O
[29] CC(C)(C)c1ccc(C2CC(=O)C3=C(C2)Nc2ccccc2N(C(=O)c2ccccc2Cl)C3c2ccc(F)cc2)cc1 (stereo unspecified)
[30] CC(=O)CC(=O)OCC1COCO1 (stereo unspecified)
[31] CCCCOc1ccccc1[N+](=O)[O-]
[32] O=C(O)c1cc(N2C(=O)/C(=C\c3ccc(-c4ccccc4F)o3)SC2=S)ccc1O
Assay by compound	25	26	27	28	29	30	31	32
OVCAR-5	85	110	111	109	39	114	96	106
OVCAR-3	106	105	90	96	-28*	123	103	107
OVCAR-4	81	104	nt	93	-68*	102	nt	99
DU-145	98	103	123	94	37	122	114	107
IGROV1	66	104	117	75	-27*	101	89	85
OVCAR-8	107	100	107	69	-12*	107	98	99
PC-3	58	100	89	68	8.9*	92	92	nt
SK-OV-3	99	109	108	71	62	110	93	107

[33] Cc1nc(N)sc1C(=O)Nc1ccc(F)cc1
[34] NNC(=S)N/N=C/c1ccccc1
[35] Cc1ccc(-c2nc(C#N)c(N3CCN(S(=O)(=O)c4oc(-c5ccc(C)cc5)nc4C#N)CC3)o2)cc1
[36] CSCc1cnc(C2OCCO2)s1
[37] N=C(N)SCc1ccc([N+](=O)[O-])cc1
[38] Nc1ncc(-c2ccc(NS(=O)(=O)c3ccc(Br)cc3)cc2)[nH]1
[39] CS(=O)(=O)c1ccc(C(=O)Nc2ccc(Cl)c(-c3ccccn3)c2)c(Cl)c1
[40] CCCN1CCc2c(sc3c2c(N2CCCC2)nc2nnnn23)C1
Assay by compound	33	34	35	36	37	38	39	40
OVCAR-5	105	126	108	98	101	91	34	93
OVCAR-3	115	104	115	96	109	nt	-11*	108
OVCAR-4	116	102	105	109	120	92	27	113
DU-145	112	108	112	108	116	112	25	115
IGROV1	113	104	99	106	116	98	25	93
OVCAR-8	108	98	103	110	103	97	23	98
PC-3	nt	96	102	103	94	84	7.5*	95
SK-OV-3	111	109	113	129	103	111	19	98

[41] COc1cc2c3c(n(C4COC4)c(=O)c2cc1OC)-c1cc2c(cc1C3=O)OCO2
[42] COc1cc(C(=O)/C=C/c2c(C)n([O-])c3ccc(C(F)(F)F)cc3[n+]2=O)cc(OC)c1OC
[43] O=C(O)c1cc2cc(OCc3ccccc3)ccc2[nH]1
[44] O=C1C(=O)c2ccccc2C(O)=C1CC=C1CCCC1
[45] COC1OC(COC(C)=O)C(OC(C)=O)C(OC(C)=O)C1OC(C)=O (stereo unspecified)
[46] Cc1nn(-c2ccccc2)c2nc3c(c(-c4ccc(Cl)cc4)c12)CNC1(CCSCC1)N3
[47] c1ccc(-c2nc(N3CCNCC3)c3oc(-c4ccccc4)nc3n2)cc1
[48] Nc1c(C(=O)N(c2ccccc2)c2ccccc2)sc2nc3c(cc12)C(=O)CCC3
Assay by compound	41	42	43	44	45	46	47	48
OVCAR-5	109	122	109	111	93	98	-82*	130
OVCAR-3	95	-19*	102	125	96	104	-53*	107
OVCAR-4	103	90	97	nt	87	99	-88*	nt
DU-145	106	91	114	130	111	110	-55*	69
IGROV1	92	111	110	nt	118	99	-89*	103
OVCAR-8	103	8.6*	88	106	98	105	-25*	105
PC-3	nt	92	102	87	87	87	-28*	103
SK-OV-3	99	87	95	93	101	99	-46*	108

Nothing new here: an excerpt of the list.
[29] CC(C)(C)c1ccc(C2CC(=O)C3=C(C2)Nc2ccccc2N(C(=O)c2ccccc2Cl)C3c2ccc(F)cc2)cc1 (stereo unspecified)
[30] CC(=O)CC(=O)OCC1COCO1 (stereo unspecified)
[31] CCCCOc1ccccc1[N+](=O)[O-]
[32] O=C(O)c1cc(N2C(=O)/C(=C\c3ccc(-c4ccccc4F)o3)SC2=S)ccc1O
[33] Cc1nc(N)sc1C(=O)Nc1ccc(F)cc1
[34] NNC(=S)N/N=C/c1ccccc1
[35] Cc1ccc(-c2nc(C#N)c(N3CCN(S(=O)(=O)c4oc(-c5ccc(C)cc5)nc4C#N)CC3)o2)cc1
[36] CSCc1cnc(C2OCCO2)s1
[37] N=C(N)SCc1ccc([N+](=O)[O-])cc1
[38] Nc1ncc(-c2ccc(NS(=O)(=O)c3ccc(Br)cc3)cc2)[nH]1
Assay by compound	29	30	31	32	33	34	35	36	37	38
OVCAR-5	39	114	96	106	105	126	108	98	101	91
OVCAR-3	-28*	123	103	107	115	104	115	96	109	nt
OVCAR-4	-68*	102	nt	99	116	102	105	109	120	92
DU-145	37	122	114	107	112	108	112	108	116	112
IGROV1	-27*	101	89	85	113	104	99	106	116	98
OVCAR-8	-12*	107	98	99	108	98	103	110	103	97
PC-3	8.9*	92	92	nt	nt	96	102	103	94	84
SK-OV-3	62	110	93	107	111	109	113	129	103	111

[39] CS(=O)(=O)c1ccc(C(=O)Nc2ccc(Cl)c(-c3ccccn3)c2)c(Cl)c1
[40] CCCN1CCc2c(sc3c2c(N2CCCC2)nc2nnnn23)C1
[41] COc1cc2c3c(n(C4COC4)c(=O)c2cc1OC)-c1cc2c(cc1C3=O)OCO2
[42] COc1cc(C(=O)/C=C/c2c(C)n([O-])c3ccc(C(F)(F)F)cc3[n+]2=O)cc(OC)c1OC
[43] O=C(O)c1cc2cc(OCc3ccccc3)ccc2[nH]1
[44] O=C1C(=O)c2ccccc2C(O)=C1CC=C1CCCC1
[45] COC1OC(COC(C)=O)C(OC(C)=O)C(OC(C)=O)C1OC(C)=O (stereo unspecified)
Assay by compound	39	40	41	42	43	44	45
OVCAR-5	34	93	109	122	109	111	93
OVCAR-3	-11*	108	95	-19*	102	125	96
OVCAR-4	27	113	103	90	97	nt	87
DU-145	25	115	106	91	114	130	111
IGROV1	25	93	92	111	110	nt	118
OVCAR-8	23	98	103	8.6*	88	106	98
PC-3	7.5*	95	nt	92	102	87	87
SK-OV-3	19	98	99	87	95	93	101

The list continues:
[49] Brc1ccc2[nH]cc(C(c3ccccc3)N3CCCC3)c2c1 (stereo unspecified)
[50] CCCCCCCCCCCCCCCC(=O)Oc1ccc(/C(CC)=C(/CC)c2ccc(OC(=O)CCCCCCCCCCCCCCC)cc2)cc1
[51] O=C(C[n+]1cccc2ccccc21)c1cccs1
[52] COP(=O)(OC)c1nnn(-c2ccc([N+](=O)[O-])cc2)c1C
[53] c1ccc2sc(SSN3CCOCC3)nc2c1
[54] Nc1ncc(-c2ccc3ncnc(N4CCc5cc(F)c(Cl)cc54)c3c2)cn1
[55] CC(C)=CN1CCCCC1
[56] Cc1ccc(S(=O)c2ccc([N+](=O)[O-])c3nonc23)cc1 (stereo unspecified)
Assay by compound	49	50	51	52	53	54	55	56
OVCAR-5	101	97	112	101	92	20&27	99	118
OVCAR-3	91	117	94	109	98	14&38	106	94
OVCAR-4	91	nt	111	99	105	32&55	112	101
DU-145	93	107	104	110	107	11&33	105	112
IGROV1	64	113	95	104	87	-11*	108	104
OVCAR-8	79	94	102	101	100	33&45	103	100
PC-3	56	99	84	105	90	10&28	92	93
SK-OV-3	104	110	82	104	106	21&29	98	112

[57] CC(C)C(=O)N1CCCCCCN1C(=O)C(C)C
[58] CCN(CC)C(=O)c1nnn(-c2ccc(N)cc2)c1C
[59] COc1cc2nccc(Oc3ccc(NC(=O)C4(C(=O)Nc5c(F)cc(F)cc5F)CC4)cc3)c2cc1Oc1ccc(N)cn1
[60] COc1ccc(-c2ccc(-c3ccc(C(=N)N)cc3)s2)cc1OC
[61] Nc1cc(C(=O)Nc2cccc(C3=NCCN3)c2)ccc1C(=O)Nc1cccc(C2=NCCN2)c1
[62] COc1ccc(-c2cc(C(=O)Nc3ncc(Cc4ccccc4)s3)c3ccccc3n2)cc1
[63] COc1cc(C=O)ccc1Oc1nc(Nc2ccc(F)cc2)nc(N(C)C)n1
[64] CCOC(=O)CSCC(N)=O
Assay by compound	57	58	59	60	61	62	63	64
OVCAR-5	96	101	70	98	92	99	105&100	86
OVCAR-3	108	100	75	116	106	103	79&62	120
OVCAR-4	97	110	28	100	107	109	48&56	107
DU-145	124	103	81	96	113	106	73&90	119
IGROV1	109	110	28	89	89	95	49&97	118
OVCAR-8	106	92	70	103	99	101	57&85	108
PC-3	97	86	52	89	96	100	62&90	96
SK-OV-3	103	89	81	nt	111	100	122&88	118

[65] O=[N+]([O-])c1ccc(Sc2ccc([N+](=O)[O-])cc2)cc1
[66] O=C1c2ccccc2C(=O)c2c(N=Nc3sc(Nc4ccc(Cl)cc4)nc3O)cccc21
[67] CCn1cnc2c1c(=O)[nH]c(=O)n2CC1CCC(CNS(=O)(=O)c2ccc(OC3CCOCC3)c(F)c2)CC1 (stereo unspecified)
[68] O=C(Nc1ccc(Cl)c(Cl)c1)n1ncc2ccc([N+](=O)[O-])cc21
[69] CN(C)CCCn1c(=O)c2ccccc2c2cnc3[nH]ccc3c21
[70] COc1cccc(-c2nc3cnccn3c2NCCN2CCOCC2)c1
[71] COc1cc(OC)c(/C=C/S(=O)(=O)Cc2ccc(OC)c(NC(=O)CCC(=O)NO)c2)c(OC)c1
[72] Cc1cccc(N2C(=O)CSC2=S)c1
[73] COc1ccc2cc(C(C)C(=O)Nc3ccc(S(=O)(=O)Nc4cc(C)on4)cc3)ccc2c1 (stereo unspecified)
[74] CCC(C)NCC(=O)O (stereo unspecified)
[75] CCN(CC)C(Cl)=Nc1ccc(Cl)cc1
Assay by compound	65	66	67	68	69	70	71	72	73	74	75
OVCAR-5	93	100	64	90	19	90	34	108	112	96	105
OVCAR-3	92	107	60	109	18	102	6.7*	114	110	111	107
OVCAR-4	108	102	42	91	2.7*	98	45	101	100	105	108
DU-145	107	107	77	107	-0.7*	101	14	108	115	115	119
IGROV1	96	96	63	97	9.3*	98	13	129	114	110	109
OVCAR-8	97	102	61	96	6.3*	95	17	104	96	110	106
PC-3	92	85	46	86	-9.2*	88	29	104	104	102	103
SK-OV-3	109	96	32	92	4.5*	80	33	114	101	106	102
